Compound activity from PubChem BioAssay.
Vif-APOBEC3F blk: Vif-A3F binding inhibition | HeLa A3F-eYFP + Vif (tagged APOBEC3F with the HIV-1 protein that degrades it), YFP fluorescence increase | Potency, µM (titrated, usually from 46.1 µM), without a hit: top-dose activity, negative = active | actives 0.2% (n = 390,000) | AID 602313; note: potency is the fitted concentration of half-maximal effect; % of control where 0% means no effect; nearly all actives have a fitted effect of over 65% in size
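HeLa cells stably expressing Vif plus C-terminally eYFP-tagged A3F were seeded, incubated overnight at 37 deg C, dosed with compound, incubated overnight again at 37 deg C. Yellow fluorescence (Ex 488/Em 500-530) reported blocked Vif-mediated A3F-eYFP degradation.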
IDH1 R132H inh: human IDH1 R132H inhibition. O75874. IDH1-R132H enzyme, NADPH consumption, diaphorase/resazurin fluorescence. Potency, µM (highest dose often 76.6 µM), inactives show at the highest dose activity change, negative = inhibition, usual class: inhibitors. actives 0.093% (n = 390,000). AID 602179; note: potency is the fitted concentration of half-maximal effect; % is set by controls: 0 for no effect and ±100 for the full control effect; nearly all actives have a fitted effect of over 65% in size
Target sequence (O75874 whole entry R132H, stated change not applied): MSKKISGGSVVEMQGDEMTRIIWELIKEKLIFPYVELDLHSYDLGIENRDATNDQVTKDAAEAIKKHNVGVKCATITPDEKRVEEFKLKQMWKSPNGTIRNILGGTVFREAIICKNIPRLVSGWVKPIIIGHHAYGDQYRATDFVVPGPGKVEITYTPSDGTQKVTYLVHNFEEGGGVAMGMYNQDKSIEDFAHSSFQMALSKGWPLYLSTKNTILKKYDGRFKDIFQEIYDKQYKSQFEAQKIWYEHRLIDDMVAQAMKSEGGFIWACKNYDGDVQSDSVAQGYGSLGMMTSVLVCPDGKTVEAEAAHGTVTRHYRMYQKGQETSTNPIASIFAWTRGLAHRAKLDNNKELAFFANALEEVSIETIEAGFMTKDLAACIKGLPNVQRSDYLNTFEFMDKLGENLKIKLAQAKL
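IDH1-R132H (0.5 ug/mL) preincubated 30 min with compound, then NADPH (0.016 mM) and alpha-KG (2 mM) added; 80 min at RT, pH 7.5. Remaining NADPH coupled via diaphorase/resazurin to fluorescence (540/590 nm); concentration-response curves normalized to no-enzyme control.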
TrxR1 substrate: rat thioredoxin reductase 1 substrate activity; purified TrxR1 substrate turnover, NADPH consumption readout; Potency, µM (highest dose often 114 µM), for the others: at the top dose activity change, negative = substrate turnover; actives 0.01% (n = 390,000); note: potency is the fitted concentration of half-maximal effect; % is set by controls: 0 for no effect and ±100 for the full control effect; nearly all actives have a fitted effect of over 50% in size
Target sequence (O89049 whole entry, looked up): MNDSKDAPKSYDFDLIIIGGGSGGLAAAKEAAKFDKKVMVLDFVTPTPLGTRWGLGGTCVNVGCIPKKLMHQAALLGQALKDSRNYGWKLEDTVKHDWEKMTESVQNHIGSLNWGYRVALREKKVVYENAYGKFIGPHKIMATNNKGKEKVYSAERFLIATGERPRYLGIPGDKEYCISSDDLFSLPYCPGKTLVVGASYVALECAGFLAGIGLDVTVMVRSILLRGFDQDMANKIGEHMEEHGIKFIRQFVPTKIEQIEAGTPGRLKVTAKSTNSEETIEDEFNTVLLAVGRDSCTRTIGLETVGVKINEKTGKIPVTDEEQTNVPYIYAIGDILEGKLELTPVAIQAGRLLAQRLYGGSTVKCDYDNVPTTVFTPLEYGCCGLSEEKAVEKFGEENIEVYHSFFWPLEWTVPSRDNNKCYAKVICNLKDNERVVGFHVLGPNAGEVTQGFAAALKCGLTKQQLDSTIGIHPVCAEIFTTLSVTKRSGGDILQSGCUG
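Rat TrxR1, dispensed at 90 nM, was prereduced with 400 uM NADPH (final) for 5 min at ~22 deg C, then incubated with compound 15 min before 400 uM selenite. A first-read NADPH fluorescence drop versus no-compound background flagged substrates.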
PI4K2A block: PI4K2A (human) kinase inhibition. purified PI4K2A, ADP-Glo luminescence, 1 h; hits give low values. activity change, negative = inhibition, % at 76.9 µM. actives 0.13% (n = 420,000); in the data active = activity change below about -50%; inconclusive = mostly about -30% to -49%;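 note: -100% = wells without enzyme as full effect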
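Compounds are screened against recombinant PI4K2A using PI as substrate and ATP, the latter dispensed at 300 microM. Reactions run one hour at ambient temperature before ADP-Glo detection; full inhibition defined by wells lacking enzyme.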
Vif-A3G inh: Vif-A3G binding inhibition. Potency, µM (highest dose often 46.1 µM), inactives show top-dose activity, negative = active, usual class: inhibitors. actives 0.076% (n = 410,000). HeLa A3G-eYFP + Vif (tagged APOBEC3G with the HIV-1 protein that degrades it), YFP fluorescence, overnight. Q9HC16. AID 602310;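 note: potency is the fitted concentration of half-maximal effect; % is set by controls: 0 for no effect and ±100 for the full control effect; nearly all actives have a fitted effect of over 60% in size; hits raise eYFP signal because A3G escapes Vif-driven loss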
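Read-out is eYFP fluorescence (Ex 488/Em 500-530) from Vif-expressing HeLa A3G-eYFP cells; more signal means A3G escaped Vif-mediated degradation. Cells plated overnight, compound pinned in, incubated overnight at 37 deg C.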
LDHA block: LDHA (human) enzyme inhibition; actives 0.15% (n = 480,000); P00338; AID 1347041; purified LDHA, NADH/diaphorase-resazurin fluorescence; hits give low values; activity change, % (values are at about 110 or 230 µM); in the data active = activity change below about -30%; inconclusive = mostly about -25% to -30%;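 note: plate controls were DMSO wells for no effect and wells without enzyme for full effect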
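Human LDH5 (2 nM) was incubated with 0.06 mM NADH and 0.2 mM pyruvate for 5 min at room temperature in Tris pH 7.4. Remaining NADH was coupled through diaphorase/resazurin, and resorufin fluorescence was read at 0 and 20 min.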
Glioma ERSR ind: ER stress response induction in glioma. U87-MG GRP78 promoter luciferase reporter, 16 h. Potency, µM, inactives show top-dose activation, most hits filed as activators. actives 0.02% (n = 420,000). AID 602332; note: potency is the fitted concentration of half-maximal effect; series mostly up to about 76 µM; % of control where 0% means no effect; nearly all actives have a fitted effect of over 35% in size
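Stably transfected U87-MG human glioma cells carrying a GRP78-based luminescent sensor were seeded at 1000 cells/well, pin-dosed with compounds and incubated 16 h. Luciferase reagent was then added, and end-point luminescence was read after 10 min at room temperature.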
USP1 inh: USP1/UAF1 (human) deubiquitinase inhibition; recombinant USP1/UAF1, Ub-Rhodamine cleavage fluorescence; Potency, µM (top dose mostly 57.1 µM), for inactives: at the highest dose activity change, negative = inhibition, actives largely listed as inhibitors; actives 0.23% (n = 390,000); note: potency is the fitted concentration of half-maximal effect; % is set by controls: 0 for no effect and ±100 for the full control effect; nearly all actives have a fitted effect of over 60% in size; inactives centre near -12
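1 nM enzyme complex + cpd, 15 min RT; start with Ub-Rho 150nM final; kinetic fluorescence ex 480/em 540, 6 reads q60 s. Buffer 50mM HEPES pH 7.8, 0.5mM EDTA, 0.1 mg/ml BSA, 1mM TCEP, 0.01% Tween-20.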
RXFP1 ag: agonists of human relaxin receptor RXFP1 | Q9HBX9 | HEK293T-RXFP1 cAMP TR-FRET, 30 min; response scale: percent of porcine relaxin response, buffer zero | Potency, µM (highest dose often 57.5 µM), for the others: top-dose activation, usual class: activators | actives 0.3% (n = 370,000); note: potency is the fitted concentration of half-maximal effect; % is set by controls: 0 for no effect and ±100 for the full control effect; nearly all actives have a fitted effect of over 60% in size; many of its hits are not listed in these tables
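cAMP rise read by TR-FRET after 30 min, 37C compound exposure (up to 58 uM) in RXFP1-transfected HEK293 cells with Ro 20174 present. EC50 from Hill-equation fits, with 29 nM porcine relaxin as 100% and buffer as basal.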
* = called active by the depositor; u = inconclusive; x = no result given; & = joins results of further samples; [ ] = dose if it differs, or a comment. Unless noted, calls come from the whole dose curve; as a rule, active = well fitted curve in the direction sought with a large enough effect; inconclusive = small, poorly fitted or top-dose-only effect, or another doubt; inactive = no such curve, though single readings can be large; an effect the other way counts as inactive or inconclusive. A portion of the library, so the mix of outcomes need not match the whole.

SMILES	Vif-APOBEC3F blk	IDH1 R132H inh	TrxR1 substrate	PI4K2A block	Vif-A3G inh	LDHA block	Glioma ERSR ind	USP1 inh	RXFP1 ag
COc1ccc(CN2CN(S(=O)(=O)c3ccccc3)c3nc4ccccc4nc32)cc1	5%	10%	5%	-2	-1%	2	14%	-15%	3.5%
Cc1ccc(Sc2ccc(C(=O)NC(C)C)cc2[N+](=O)[O-])cc1	-3%	8%	11%[57.1 µM]	-6	-2%	-6	-4%	0%	0.8%
CC(C)CC1NC(=O)N(CC(=O)N(C)C2CCCCC2)C1=O (stereo not drawn)	-10%	-11%	3%	-2	-1%	-9	0%	-21%	x
CCCCn1c(N)c(N(CCC(C)C)C(=O)c2ccc3ccccc3c2)c(=O)[nH]c1=O	0%	3%	3%	-5	3%	-1	-2%	-16%	1.7%
NCCCC[C@@H](C(=O)N1CCNCC1)n1cc([C@@H](N)CC(N)=O)nn1	2%	-2%	8%[57.1 µM]	3	2%	3	-2%	-19%	-0.2%
C=CCOC(=O)C1=C(C)N=C2SCCC(=O)N2C1/C=C/c1ccccc1OC (stereo not drawn)	1%	-3%	-10%	-1	-5%	-20	-2%	-3%	-0.9%
COC(=O)c1ccc2nc(NC(=O)COC(=O)CSc3nc(C)cc(C)n3)sc2c1	0%	2%	-6%	-2	-9%	1	2%	-22%	-0.5%
CC(C)Cc1ccc(/C(=N/O)C(=O)O)s1	-12%	8%	8%[57.1 µM]	6	4%	0	-2%	2%	1.1%
Cc1ccc(C(=O)N2CCCC(Nc3ccc(C)c(C)c3)C2)c(=O)[nH]1 (stereo not drawn)	-2%	9%	-10%	-6	-4%	4	-2%	-4%	x
Cc1ccc(C)c(N2CCN(c3ccc4cc(S(=O)(=O)N5CCC(C)CC5)ccc4n3)CC2)c1	4%	12%	33%[activator][57.1 µM]	-12	3%	0	-3%	-14%	0.7%
COc1ccc(C2C(C(=O)NCCN(C)C)c3cc(OC)c(OC)cc3C(=O)N2C)cc1OC (stereo not drawn)	1%	4%	8%[57.1 µM]	-2	2%	-5	-3%	-6%	-0.1%
O=C(NCCO)c1ccc2c3n(nc2c1)-c1ccc(Cl)cc1CO3	-4%	12%	11%	0	-3%	-4	-2%	-28%	-0.8%
O=C(Nc1ccccc1N1CCOCC1)c1ccc2ccccc2c1	9%	10%	0%	8	-4%	-6	7%	-10%	-0.3%
O=c1c2ccccc2[nH]c(=S)n1CCCN1CCOCC1	-15%	3%	8%[57.1 µM]	-3	0%	-6	-1%	-19%	0.2%
c1ccc2[nH]c(NCc3ccc4c(c3)OCO4)nc2c1	12%	-5%	-4%	-2	2%	2	-3%	-16%	-1.4%
Cc1ccc(CN2CCNC(=O)C2CC(=O)NCCCn2ncc3ccccc32)o1 (stereo not drawn)	0%	-3%	1%	-8	2%	-14	-3%	-13%	-0.1%
CC1(C(=O)NS(=O)(=O)C2CC2)CCCN(C(=O)c2cc3ccccc3s2)C1 (stereo not drawn)	x	x	x	2	-4%	-5	-2%	x	x
CS(=O)(=O)N(CC(=O)N1CCN(c2ccccc2F)CC1)C1CCCCC1	-17%	2%	-3%[57.1 µM]	1	1%	1	-1%	2%	1.7%
NS(=O)(=O)c1ccc(Sc2ccccn2)c([N+](=O)[O-])c1	0%	9%	1%[57.1 µM]	2	0%	-2	2%	-13%	-4.1%
CN1C(=O)CC(N2CCN(Cc3ccc(Cl)cc3)CC2)C1=O (stereo not drawn)	4%	3%	89%[activator]	2	0%	-3	-3%	-14%	0.3%
COc1ccc(CC(=O)Nc2cc(S(=O)(=O)N3CCOCC3)ccc2N2CCOCC2)cc1OC	-1%	-13%	7%	-9	1%	-6	0%	-15%	x
O=C(O)CN(c1ccccn1)S(=O)(=O)c1ccc(Cl)cc1	1%	5%	68%[activator]	16	3%	1	-7%	-18%	-0.5%
NC1=NC(=O)/C(=C/c2cccc(F)c2)S1	4%	-11%	-3%	1	-2%	-7	1%	-9%	1.8%
O=C(c1cccs1)N1CCN(S(=O)(=O)c2cccs2)CC1	-3%	22%	2%	-1	-9%	-4	-1%	-7%	0.1%
CC1CCc2sc(C(=O)OCC(=O)NCc3ccc(F)cc3)cc2C1 (stereo not drawn)	-11%	1%	-11%	-1	u	-3	-5%	1%	-1.3%
COc1ccc(CCNC(=O)CSc2nc3[nH]ncc3c(=O)n2-c2ccccc2Br)cc1OC	0%	0%	-5%	4	0%	1	-3%	-15%	1.8%
Cc1ccc(S(=O)(=O)N2[C@@H](c3ccccc3)C(C(=O)O)=CC[C@H]2c2ccc3c(c2)OCO3)cc1	-1%	3%	2%	-7	0%	1	-3%	-30%	-0.1%
O=C(c1ccccc1F)N1CCN(c2ccc([N+](=O)[O-])c(NCc3cccnc3)c2)CC1	-2%	1%	-9%[57.1 µM]	-2	-2%	-5	-5%	-3%	0.3%
COc1cc(/C=C(\CC(=O)O)c2nc3ccccc3s2)ccc1OCC(=O)Nc1ccccc1F	6%	-3%	5%	-4	0%	-35*	0%	-21%	x
CCOC(=O)Nc1ccc2c(CN3CCN(S(=O)(=O)c4ccccc4F)CC3)cc(=O)oc2c1	1%	3%	13%	-3	-12%	-2	-4%	-16%	1.1%
CCOc1cc2[nH]c(=O)n(CCC(=O)NCc3ccc(OC)cc3)c(=O)c2cc1OCC	-8%	-1%	0%	7	-7%	0	-3%	-7%	-0.8%
COC(=O)c1ccc(CSc2ncnc3c2nnn3-c2ccc(F)cc2)o1	-4%	6%	-1%	5	-3%	-4	-3%	-29%	0.7%
COc1ccccc1C(=O)NCC(=O)OCC(=O)NNC(=O)c1ccc(Br)cc1	3%	4%	-2%[57.1 µM]	4	1%	1	-1%	-16%	x
COc1cc(-c2cc(C(=O)NCc3ccc(S(N)(=O)=O)cc3)c3ccccc3n2)cc(OC)c1OC	-8%	5%	-11%[57.1 µM]	-6	u	0	0%	-7%	6.2%
CN(C)c1ccc(/C=C2\C(=O)Nc3ccccc32)cc1	x	x	u	-1	-23%	3	u	x	x
O=C(O)CCCC(=O)NCc1c(Cl)cccc1Sc1ccc(Cl)cc1	7%	5%	3%	-2	-1%	0	-2%	0%	0.5%
O=C(C[n+]1cc(Br)cc2ccccc21)c1ccc(Br)cc1	u	10%	-1%&-3%	22	u	-3	-2%&-4%	-22%	3.4%
Cc1ccc(CN2C(=O)C(F)(F)Oc3ccccc32)cc1	x	x	x	-3	-4%	-1	-6%	x	x
O=C(COc1ccc2ccccc2c1Br)Nc1ncn[nH]1	6%	6%	6%	-2	1%	-18	5%	-2%	7.1%
Cc1ccc(SCC(=O)O/N=C(\N)c2ccc([N+](=O)[O-])cc2)cc1	-5%	0%	-4%[57.1 µM]	5	-6%	3	4%	-19%	-1.1%

Three entries already listed, arranged by the value under TrxR1 substrate, ascending.
Structure | TrxR1 substrate
CC1CCc2sc(C(=O)OCC(=O)NCc3ccc(F)cc3)cc2C1 (stereo not drawn) | -11%
CCOc1cc2[nH]c(=O)n(CCC(=O)NCc3ccc(OC)cc3)c(=O)c2cc1OCC | 0%
COc1cc(/C=C(\CC(=O)O)c2nc3ccccc3s2)ccc1OCC(=O)Nc1ccccc1F | 5%

The listing continues:
SMILES	Vif-APOBEC3F blk	IDH1 R132H inh	TrxR1 substrate	PI4K2A block	Vif-A3G inh	LDHA block	Glioma ERSR ind	USP1 inh	RXFP1 ag
CCOc1cccc(C(=O)Nc2cc(C)ccc2NC(=O)c2ccco2)c1	-15%	16%	2%	-7	-9%	-16	-1%	-24%	0.4%
Cc1onc(-c2ccccc2)c1C(=O)OCC(=O)N1CCC(C)CC1	-5%	0%	-11%	5	-7%	-17	-4%	-19%	2.0%
O=C(NCCCc1ccccc1)C(=O)NCC1OCCN1S(=O)(=O)c1cc(F)ccc1F (stereo not drawn)	u	5%	-3%	-6	0%	-1	-3%	-12%	x
Cc1cc(NC(=O)c2ccc([N+](=O)[O-])cc2Cl)ccc1NC(=O)c1ccco1	0%	8%	-7%	-1	1%	1	-3%	-20%	-1.1%
COc1cccc(CC2(CO)CCCN(Cc3cn[nH]c3C3CCCCC3)C2)c1 (stereo not drawn)	-1%	2%	3%	-4	2%	1	-7%	-20%	1.2%
CCN(Cc1nc(-c2ccc(C)cc2)no1)C(=O)c1ccco1	1%	8%	5%	8	-5%	0	7%	-3%	-1.2%
COc1ccc(N2CCN(C(=O)CSCc3ccc(C)cc3)CC2)cc1	-3%	5%	0%[57.1 µM]	-11	0%	10	-2%	-8%	2.5%
Cc1ccc(NCC(=O)NNC2=NCCC2)c(C)c1	u	5%	4%	7	-2%	-3	1%	-4%	2.6%
C=CCNC(=O)COc1cc(C)ccc1C	0%	2%	-11%	3	-1%	-9	-3%	2%	1.4%
C/C(=N/N=C1/NC(=O)CC(C(=O)O)S1)c1ccccc1 (stereo not drawn)	-5%	3%	0%	-4	3%	2	-6%	-16%	0.5%
CCNC(=O)C1(C)CCCN(C(=O)c2ccc3ccccc3n2)C1 (stereo not drawn)	x	x	x	-3	-3%	4	-5%	x	x
CC(=O)c1sc(NC(=O)CCS(=O)(=O)c2ccccc2)nc1C	-12%	-21%	-8%	-7	-26%	-9	-15%	-4%	6.6%
